Source: PubChem BioAssay (Broad Institute)
ERAP1 HTS inh = inhibitors of human ERAP1 aminopeptidase; recombinant ERAP1, Leu-AMC fluorescence, 60 min; inhibition, % at 10.7 µM; hit rate 0.15% among 340,000; AID 652197;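 active means mean replicate inhibition of at least 30%, or all replicates individually reaching that 30% level; inactive means mean below 30% and not every replicate reaching it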;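 further: 0% = neutral control wells and 100% = L-leucinethiol positive control wells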
E-selectin induc = induces E-selectin expression in human endothelial cells; HUVEC E-selectin immunofluorescence imaging; normalized: neutral wells 0, TNF-alpha wells 100; hit rate 0.37% among 260,000; P16581; activation, % at 7.58 µM;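 active means mean E-selectin-positive cell signal at least 10% of the positive control, reached in at least 60% of replicates, without over 20% cell loss; inconclusive means no rule given, readout overlaps actives, possibly toxicity-flagged; inactive means the rest, including those meeting only one limit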;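 further: in these data hits start at about 27%; measured in HUVEC primary endothelial cells; signal is the percent of cells scored E-selectin positive by PE staining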
Target sequence (P16581 whole entry, looked up): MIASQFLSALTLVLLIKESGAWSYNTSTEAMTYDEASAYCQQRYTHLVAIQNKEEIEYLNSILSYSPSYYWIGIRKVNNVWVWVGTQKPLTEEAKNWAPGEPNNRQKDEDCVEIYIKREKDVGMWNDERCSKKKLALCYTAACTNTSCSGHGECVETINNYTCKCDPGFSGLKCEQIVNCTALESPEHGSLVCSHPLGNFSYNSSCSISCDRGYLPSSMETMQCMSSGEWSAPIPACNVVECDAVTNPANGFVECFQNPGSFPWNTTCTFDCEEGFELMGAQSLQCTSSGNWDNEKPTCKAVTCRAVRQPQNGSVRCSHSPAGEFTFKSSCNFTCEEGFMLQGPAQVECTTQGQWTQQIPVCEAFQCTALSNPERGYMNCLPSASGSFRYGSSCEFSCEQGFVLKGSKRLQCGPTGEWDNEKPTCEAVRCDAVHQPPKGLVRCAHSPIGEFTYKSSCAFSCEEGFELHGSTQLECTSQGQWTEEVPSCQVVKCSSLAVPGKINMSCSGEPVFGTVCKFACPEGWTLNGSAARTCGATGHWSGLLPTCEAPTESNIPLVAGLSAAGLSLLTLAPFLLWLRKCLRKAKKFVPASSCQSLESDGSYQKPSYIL
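Test system: HUVEC; input: 3,000 HUVEC/well; measured by: immunofluorescence imaging; read-out: % PE-positive cells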
PglD DTNB = blocks C. jejuni PglD acetyltransferase activity; purified PglD enzyme, DTNB colorimetric CoA detection; inhibition, % at 12.5 µM; hit rate 0.098% among 360,000; in the data active means inhibition above about 16%, passing the limit was not always enough; inconclusive means no clear call, values can overlap the other calls; further: strong numbers were not always called active
Cneo AK release = Cryptococcus neoformans lysis via adenylate kinase release | AID 651654 | hit rate 0.2% among 360,000 | lysis activity, % at 15 µM | C. neoformans lysis, adenylate kinase release luminescence, 4 h; normalised: neutral wells 0, clomiphene wells 100;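 active means mean lysis activity across replicates of at least 80%, whatever share of replicates individually reach that level; inactive means mean lysis activity below 80%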
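Material – Cryptococcus neoformans yeast cells · Quantity – 5 × 10^6 yeast cells/mL · Buffer or medium – YPD medium · Compound – single dose · Timing – 4 h static compound exposure, 37 °C, read 1 h post-reagent · Signal – adenylate kinase release luminescence · Read-out basis – lysis from increased AK signal · Benchmarks – Clomiphene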
RAD54 inh = RAD54 (human) branch migration inhibition; Q92698; RAD54 Holliday junction branch migration, FAM/BHQ fluorescence; inhibition, % at 10.4 µM; hit rate 0.14% among 360,000; AID 602329;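 active means mean normalized replicate activity at least 40 and at least half of replicates scoring 40 or more; inconclusive means only one of the two criteria met; inactive means mean below 40 and under half of replicates reaching 40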;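 further: 0% = median of neutral control wells and 100% = median of positive control wells; inhibitors cause a drop in the FAM fluorescence signal; in these data hits start at about 50%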
PGC1a acetyl inh = modulators of PGC1a acetylation; U2OS PGC1a acetylation, AlphaScreen anti-acetyl-lysine; with virally co-expressed GCN5 acetyltransferase; inhibition, % at 15.6 µM; hit rate 0.17% among 350,000; AID 651687;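 active means every replicate shows inhibition of at least 40%; inconclusive means mean inhibition at least 40% but some replicate below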;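 further: 0% = neutral control wells and 100% = positive control wells; some results beyond the cut were filed as inactive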
miR122 inh = miR-122 inhibition in Huh7 cells. Huh7 miR-122 Renilla luciferase sensor, 48 h; neutral wells = 0, positive control = 100. AID 602342. hit rate 0.3% among 340,000. activation (reporter increase), % at 12.5 µM;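 active means mean replicate activation score at least 90 and every replicate individually at or above 90; inconclusive means only one of the two criteria met; inactive means neither criterion met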;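 further: higher luciferase means less miR-122 activity so hits act as miR-122 inhibitors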
RAD52 anneal inh = RAD52 (human) annealing inhibition. P43351. AID 651710. recombinant RAD52 DNA annealing, FRET fluorescence. hit rate 0.46% among 360,000. inhibition, % at 18.7 µM;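 active means every replicate showing at least 50% inhibition; inconclusive means mean inhibition at least 50% but not in every replicate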
The depositor's hits bear a star; i = inactive; ? = inconclusive; . = no result given; & = joins results of further samples; [ ] = another dose, or the depositor's remark.

Each structure is followed by: ERAP1 HTS inh, E-selectin induc, PglD DTNB, Cneo AK release, RAD54 inh, PGC1a acetyl inh, miR122 inh, RAD52 anneal inh
1. Cc1noc(C)c1NC(=O)N(C)C[C@@H]1Oc2ccc(NS(=O)(=O)c3c(C)noc3C)cc2CC(=O)N([C@H](C)CO)C[C@H]1C
  0, -0.1, 1, 3, -12, 10, 7[16.7 µM], -2
2. COCCCNC(=O)Cn1cc(/C=C(\C#N)C(=O)NC2CCCC2)c2ccccc21
  5, ., -7, 0, 2, ., ., 2
3. Cc1cccc(C)c1NC(=O)C(c1ccccc1OC(F)(F)F)N1CCN(c2ccc(F)cc2)CC1 (stereo not given)
  -1, 4.8, 5, -13, 0, 13, -4, -2
4. Cc1ccc(NC(=O)c2c(C)nn(-c3ccccc3)c2Cl)c(C)c1
  ., ., 6, 0, -9, ?, 0, .
5. CC(=O)c1ccc(NC(=O)C2CCCN2S(=O)(=O)c2cccs2)cc1 (stereo not given)
  4, ., -3, 0, 3, 1, 5, -6
6. C[C@H]1CCCCO[C@H](CN(C)C)[C@@H](C)CN([C@@H](C)CO)C(=O)c2cc(NS(=O)(=O)c3ccc(F)cc3)ccc2O1
  0, -0.3, 0, 2, 3, -6, 0[16.7 µM], -18
7. O=C(CCc1nnc(-c2ccc3c(c2)OCO3)o1)N(Cc1ccncc1)CC1CCCO1 (stereo not given)
  -1, 0.0, 6, 1, -4, 2, 0, -3
8. C[n+]1c2cc(N)ccc2cc2ccc(N)cc21
  2&19, -0.2&0.5, -3&-5, -4&-1, i, 21&4, 1&-76, i
9. COc1ccc(-c2ccc(CN3C(C(C)C)C(=O)N(Cc4cn(CCC5OCCO5)nn4)CCS3(=O)=O)cc2)cc1OC (stereo not given)
  1, -0.1, 6, -3, 7, ., 4, -16
10. CC1(C(=O)N2CCC(CC3CC(c4ccc(Cl)cc4)=NO3)(C(=O)NCC3CCCCC3)CC2)CC1 (stereo not given)
  -1, -0.3, -3, -1, 4, -5, 7, -20
11. c1ccc(-c2nc3ccccc3s2)nc1
  ., 0.7&-0.1, 2&3, -2&5, -3&7, -31&7, -1&1, -13
12. Cn1cccc1Cc1nnc(SCC(=O)N2CCc3ccccc32)n1-c1ccc(F)cc1
  -4, 0.2, -4, 6, -4, -10, 0, -3
13. CCSc1nc2ccccc2n1C(=O)/C=C\c1ccc(OC)c(OC)c1
  ., ., -4, -3, 5, -60, 34, .
14. CN(C)S(=O)(=O)c1ccc(NC(=O)CN2C(=O)NC3(CCCC3)C2=O)cc1
  -1, ., 10, -4, -1, -11, 0, -6
15. C[C@@H]1CN([C@@H](C)CO)C(=O)c2cc(C#CCN(C)C)cnc2O[C@H]1CN(C)C(=O)NC1CCCC1
  0, -5.3, 0, 1, 8, -4, -8[16.7 µM], -3
16. Cc1cc(C)cc(C(=O)N2CCN(Cc3ccc4c(c3)OCO4)CC2)c1
  -2, ., 2, 0, 0, 2, 0, -8
17. CC(C)c1nc2oc3c(NCC4CCCO4)ncnc3c2c2c1COC(C)(C)C2 (stereo not given)
  ., ., 4, 0, -6, ., 194*, .
18. CCOC(=O)C1=C(COC(=O)COc2ccc(Br)cc2)NC(=O)NC1C (stereo not given)
  0, -0.1, -4, 0, 2, ., 1, -15
19. Nc1c(C(=O)c2ccc(Cl)cc2)sc2nsc(SCCN3CCOCC3)c12
  -1, ., -1, 0, -20, 3, -6, -266
20. CC(OC(=O)c1ccco1)C(=O)Nc1nc(-c2ccccc2)cs1 (stereo not given)
  0, 0.0, 1, -5, -12, 2, ., 5
21. CO[C@@H]1CN(C)C(=O)c2ccc(NS(=O)(=O)c3cccc(Cl)c3)cc2OC[C@@H](C)N(C(=O)Cc2cccnc2)C[C@H]1C
  0, -0.2, 3, 63, 3, 1, ., -33
22. C=CCNC(=O)c1c[nH]c2ccc(S(=O)(=O)N(C)c3ccc(OCC)cc3)cc2c1=O
  1, 0.0, -3, 1, 1, -11, -5, -11
23. CC1(C)Cc2c(sc3ncn4c(=S)[nH]nc4c23)CO1
  2, 4.9, ., ., ., 8, ., -31
24. COc1cc(CSc2nnnn2-c2ccc(C)cc2)cc(OC)c1OC
  ., ., 4, -1, -3, -8, -4, .
25. O=C(O)/C(=C\c1ccco1)NC(=O)c1cccc2ccccc12
  5, ., 3, 0, -7, -52, -4, -49
26. COc1cccc(CNC(=O)CC2Sc3ccccc3NC2=O)c1 (stereo not given)
  5, 0.0, ., ., ., -24, 4, -1
27. COc1ccc(S(=O)(=O)Nc2ccccc2OC)cc1NC(=O)c1cc2ccccc2oc1=O
  ., 0.0, -3, 6, 8, 0, 1, .
28. Cc1ccc(C(=O)Oc2ccccc2N2C(=O)C3CCCCC3C2=O)cc1 (stereo not given)
  ., ., 4, 1, 3, 0, -1, .
29. COc1ccc(OC)c(C(=O)CC2OC(=O)c3ccccc32)c1 (stereo not given)
  ., 0.5, 4, 0, -31, 2, 31, .
30. C[C@@H]1CN([C@@H](C)CO)C(=O)c2cc(NS(=O)(=O)c3ccccc3)ccc2O[C@@H](C)CCCCO[C@H]1CN(C)C(=O)c1ccncc1
  1, 0.0, 0, 1, 1, 11, 0[16.7 µM], -9
31. CCOC(=O)c1c(N2CCN(c3ccccc3)CC2)cc(C)nc1C
  0, ., -3, -1, 2, -9, -3, -25

Looked up above:
In PGC1a acetyl inh, no. 25 reads -52
In miR122 inh, no. 26 reads 4
In ERAP1 HTS inh, no. 14 reads -1

3 entries drawn at random from the list so far:
Each structure is followed by: ERAP1 HTS inh, E-selectin induc, PglD DTNB, Cneo AK release, RAD54 inh, PGC1a acetyl inh, miR122 inh, RAD52 anneal inh
7. O=C(CCc1nnc(-c2ccc3c(c2)OCO3)o1)N(Cc1ccncc1)CC1CCCO1 (stereo not given)
  -1, 0.0, 6, 1, -4, 2, 0, -3
26. COc1cccc(CNC(=O)CC2Sc3ccccc3NC2=O)c1 (stereo not given)
  5, 0.0, ., ., ., -24, 4, -1
4. Cc1ccc(NC(=O)c2c(C)nn(-c3ccccc3)c2Cl)c(C)c1
  ., ., 6, 0, -9, ?, 0, .

3 structures already listed, arranged by count of non-hydrogen atoms, smallest number first:
Each structure is followed by: ERAP1 HTS inh, E-selectin induc, PglD DTNB, Cneo AK release, RAD54 inh, PGC1a acetyl inh, miR122 inh, RAD52 anneal inh
31. CCOC(=O)c1c(N2CCN(c3ccccc3)CC2)cc(C)nc1C
  0, ., -3, -1, 2, -9, -3, -25
22. C=CCNC(=O)c1c[nH]c2ccc(S(=O)(=O)N(C)c3ccc(OCC)cc3)cc2c1=O
  1, 0.0, -3, 1, 1, -11, -5, -11
6. C[C@H]1CCCCO[C@H](CN(C)C)[C@@H](C)CN([C@@H](C)CO)C(=O)c2cc(NS(=O)(=O)c3ccc(F)cc3)ccc2O1
  0, -0.3, 0, 2, 3, -6, 0[16.7 µM], -18
